# KCNQ1 block: inhibitors of human KCNQ1 channel, primary screen, cell-based, thallium flux, high-throughput; Potassium voltage-gated channel subfamily KQT member 1 (Homo sapiens), P51787; B-score at 10 µM; CHO-K1 KCNQ1, FluxOR thallium flux fluorescence; hits give high values; 310,000 compounds, 1.3% hits; AID 2642, 2010;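 active means compounds whose thallium flux B-score, printed positive for inhibition, exceeds three library SD while starting fluorescence stays within three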;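 further: channel opened by potassium depolarization with thallium stimulus after 20 min compound exposure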
# KCNK3 block: human KCNK3 channel inhibitors, primary screen, CHO cells, FluxOR thallium flux, B-score. Potassium channel subfamily K member 3 (Homo sapiens), O14649. FluxOR fluorescence; hits give low values. B-score at 10 µM. 340,000 compounds, 0.84% hits;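 active means B-score under library mean minus 4 SD, starting fluorescence ratio at most library mean plus 5 SD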;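 further: more negative B-score means stronger inhibition of thallium flux through KCNK3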
# Target sequence (O14649 whole entry, looked up): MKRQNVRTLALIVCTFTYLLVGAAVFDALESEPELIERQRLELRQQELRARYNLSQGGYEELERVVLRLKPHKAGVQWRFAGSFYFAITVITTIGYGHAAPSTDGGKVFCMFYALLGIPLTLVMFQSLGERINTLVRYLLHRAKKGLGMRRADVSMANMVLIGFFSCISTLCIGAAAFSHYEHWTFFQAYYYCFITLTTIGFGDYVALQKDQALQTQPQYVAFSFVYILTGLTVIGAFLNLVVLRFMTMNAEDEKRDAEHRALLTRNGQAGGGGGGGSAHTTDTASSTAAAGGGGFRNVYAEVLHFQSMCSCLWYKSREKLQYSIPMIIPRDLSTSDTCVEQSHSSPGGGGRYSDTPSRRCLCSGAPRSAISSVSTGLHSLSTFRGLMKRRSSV
# GSK3 alpha inh: blockers of GSK3A enzyme activity – biochemical, luminescence, cell-free homogeneous, HTS, primary screen | Glycogen synthase kinase-3 alpha (Homo sapiens), P49840 | GSK-3 alpha kinase, ADP-Glo luminescence, 60 min | inhibition, % at 10 µM | 320,000 compounds, 0.1% hits | AID 2650, 2010;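 in the data active means inhibition above about 50%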;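 further: GST-tagged GSK-3 alpha with peptide substrate and 25 µM ATP; 0% = DMSO neutral wells and 100% = GW8510 positive control wells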
# Target sequence (P49840 whole entry, looked up): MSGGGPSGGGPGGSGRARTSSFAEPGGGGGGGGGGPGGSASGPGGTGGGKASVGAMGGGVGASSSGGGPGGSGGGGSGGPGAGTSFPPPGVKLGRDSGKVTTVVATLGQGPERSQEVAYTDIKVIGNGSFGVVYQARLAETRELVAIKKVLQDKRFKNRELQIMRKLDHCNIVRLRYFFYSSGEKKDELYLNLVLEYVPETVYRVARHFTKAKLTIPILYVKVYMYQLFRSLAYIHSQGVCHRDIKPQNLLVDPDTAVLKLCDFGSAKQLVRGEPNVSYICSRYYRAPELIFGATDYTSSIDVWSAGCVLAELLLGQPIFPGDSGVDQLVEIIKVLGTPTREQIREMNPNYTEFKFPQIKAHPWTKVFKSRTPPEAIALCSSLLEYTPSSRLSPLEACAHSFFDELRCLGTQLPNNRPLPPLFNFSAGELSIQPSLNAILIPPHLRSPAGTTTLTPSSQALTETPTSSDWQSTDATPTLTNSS
# KCNQ1 act: potentiators or activators of KCNQ1 channel, primary screen, cell-based, thallium flux, high-throughput; Potassium voltage-gated channel subfamily KQT member 1 (Homo sapiens), P51787; CHO-K1 KCNQ1, thallium flux FluxOR fluorescence; hits give high values; 310,000 compounds, 0.35% hits; B-score at 10 µM;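 active means fluorescence ratio B-score, a plate-corrected score, at least three library SD, with initial intensity B-score within 5 SD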
#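 Material: CHO-K1 cells stably expressing KCNQ1. Medium: assay buffer for compound exposure, DMSO matched across wells. Reagent: K+/Tl+ depolarizing stimulus. Compound dosing: single-concentration screen. Times: 37 °C overnight plating, 90-min dark dye load, 20-min compound pretreatment. Technique: FluxOR Tl+ flux fluorescence.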
# hERG rescue: hERG rescue from dofetilide block, primary screen, cell-based, CHO-hERG, FluxOR thallium flux, dofetilide IC70; Voltage-gated inwardly rectifying potassium channel KCNH2 (Homo sapiens), Q12809; dofetilide IC70 present; activation (rescue from dofetilide block), less the hit threshold, % at 10 µM; 310,000 compounds, 0.51% hits; AID 1511, 2009;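 active means activation above the mean of controls blocked by dofetilide plus 5 SD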;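 further: thallium influx through hERG after potassium depolarization seen as dye fluorescence rise; in these data hits start at about 4.7%; inactives centre near -7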
# RGS4 pot: RGS4 potentiators or activators, primary screen, cell-based, HEK293 M3R inducible RGS4, calcium flux; carbachol calcium flux Fluo4; hits give low values; B-score at 10 µM; 310,000 compounds, 0.92% hits;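 active means B-score of the integrated calcium signal more than 4 SD below the library mean, with starting fluorescence not abnormally high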;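 further: negative B-score means reduced calcium response which marks RGS4 activation or potentiation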
#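 Reagent: ECmax carbachol challenge; Test system: M3R-expressing HEK293 line, RGS4 induced by doxycycline; Schedule: overnight RGS4 induction, 30 min dye load 37 °C, 20 min compound RT; Detection: calcium dye Fluo4 fluorescence; Read-out: Agonist-evoked peak-minus-minimum fluorescence over baseline, integrated ratio, B score.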
# GSK3beta inhib: human GSK3beta kinase inhibitors, primary screen, biochemical, cell-free homogeneous, HTS | activity score (negative = inhibition), % at 10 µM | 300,000 compounds, 0.038% hits | GST-GSK3beta kinase, ADP-Glo luminescence, 60 min; hits give low values;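 active means more than half of replicate wells score below -50%, meaning over 50% inhibition versus plate controls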;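 further: 0% = median DMSO wells and -100% = median GW8510 positive control wells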
#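 Assay system: GST-tagged human GSK3beta kinase, cell-free; Input: 1.6 ng GSK3beta; Medium: Tris/MgCl2 kinase buffer; Timing: 60 min enzyme reaction, room temperature; Signal: ADP-Glo luminescence quantifying ADP generated by kinase; Evaluation: score relative to plate controls; Benchmarks: DMSO neutral wells and GW8510 at 20 µM as positive.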
# HDAC3 inh: HDAC3 deacetylase inhibitors, primary screen, biochemical, fluorescence, cell-free homogeneous. Histone deacetylase 3 (Homo sapiens), O15379. inhibition, % at 8.3 µM. 320,000 compounds, 0.15% hits. recombinant HDAC3, fluorogenic peptide/trypsin coupled. AID 2718, 2010; in the data active means inhibition above about 26%, passing the limit was not always enough
# PolyA inhibitor: polyadenylation inhibitors in yeast reporter cells, primary screen, luminescence, S. cerevisiae | calls only at 12 µM | 300,000 compounds, 0.02% hits | S. cerevisiae SKY197-pL101 polyadenylation reporter, beta-gal luminescence; efflux-impaired pdr1/pdr3 knockout yeast; score 100 = 6 SD above DMSO;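 active means lowest replicate activity score at least 50, where 100 means six control SD above control mean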;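 further: yeast exposed to compound for 9 h at 30 °C; higher score means more reporter readthrough which indicates perturbed polyadenylation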
# Dyrk1A ADPGlo: rat Dyrk1A kinase inhibitors, primary screen, biochemical, single point, plate reader; inhibition, % at 12.5 µM; 310,000 compounds, 0.43% hits; AID 504441, 2011; Dual specificity tyrosine-phosphorylation-regulated kinase 1A (Rattus norvegicus), Q63470; ADP-Glo luminescence, NFATc1 peptide; in the data active means inhibition above about 50%;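 further: plate controls were vehicle with enzyme for no effect and no enzyme for full effect; many of its hits are not listed in these tables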
# KCNK9 block: KCNK9 potassium channel inhibitors, primary screen, HEK293 cells, thallium flux. AID 488922, 2010. FluxOR thallium flux fluorescence; hits give low values. B-score at 10 µM. 310,000 compounds, 1.2% hits. Potassium channel subfamily K member 9 (Homo sapiens), Q9NPC2;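 active means ratio B-score over 3 SD below the library mean, with starting fluorescence within 5 SD of its mean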;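 further: negative B-score means less thallium flux so channel inhibition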
# Active calls of the source: *; i = inactive; . = no result given. Some of the compounds tested, so the mix of outcomes need not match the whole.
SMILES,KCNQ1 block,KCNK3 block,GSK3 alpha inh,KCNQ1 act,hERG rescue,RGS4 pot,GSK3beta inhib,HDAC3 inh,PolyA inhibitor,Dyrk1A ADPGlo,KCNK9 block
Cc1ccc(OCCN2C(=O)S/C(=C\c3ccc(C)o3)C2=O)cc1,i,i,-2,i,-3,i,1,6,i,-7,i
CC1(c2ccc(Cl)cc2)NC(=S)N2C1NC(=S)N2c1ccccc1 (configuration not stated),i,i,-3,i,-18,i,2,8,i,-1,i
CC1(C)Cc2c(C#N)c(N3CCOCC3)nc(-c3ccccc3)c2CO1,i,i,-4,i,-5,i,2,-9,i,4,i
O=C(NNC(=O)c1ccccc1)C(=O)N1CCCCC1,i,i,1,i,-4,i,2,2,i,9,i
Cn1c(SCC(=O)NC2CCCC2)nnc1-c1ccccn1,i,i,-1,i,-7,i,1,1,i,-4,i
COc1ccc(NC(=O)Cn2nnc(C(=O)NCc3ccccc3)c2N)c(OC)c1,i,i,.,i,-4,i,7,-11,i,3,i
C[C@H](NC(=O)[C@@H]1Cc2ccccc2CN1)C(=O)Nc1ccc2c(c1)OCO2,i,i,-3,i,-16,i,1,7,i,.,i
O=C(CCCN1C(=O)/C(=C\c2cccs2)SC1=S)Nc1ccc(O)cc1C(=O)O,i,i,10,i,-6,i,4,6,i,-1,i
O=C(CSc1ccc2nnc(-c3ccc(F)cc3)n2n1)N1CCCc2ccccc21,i,i,30,i,-7,i,-2,-9,i,-1,i
CCN1CCN(c2ccc(S(=O)(=O)N3CCOCC3)cc2NC(=O)c2ccc(C(F)(F)F)cc2)CC1,i,i,1,i,-12,i,3,-4,i,-1,i
O=C1CCC(c2ccc3c(c2)CCC3)=NN1,i,i,1,i,-3,i,-1,1,i,4,i
O=S(=O)(c1cccs1)N1CCN(Cc2ccccc2)CC1,i,i,-2,i,-7,i,2,-3,i,4,i
O=c1oc(-c2ccc(F)cc2)nc2ccsc12,i,i,-3,i,-9,i,0,-2,i,9,i
COC(=O)C[C@H]1c2cc(F)ccc2S(=O)(=O)N1Cc1ccccc1OC,i,i,0,i,-8,i,1,5,i,-1,i
CCOc1ccc(Oc2ccccc2NC(=O)CSCC(=O)Nc2cc(C)on2)cc1,i,i,0,i,-15,i,1,3,i,4,i
COc1ccc(CNC(=O)Cn2nc([N+](=O)[O-])cc2C)cc1,i,i,0,i,-9,i,0,-5,i,-4,i
CN(C)c1ccc(C(=O)Nc2ccc(S(=O)(=O)Nc3nccs3)cc2)cc1,i,i,-1,i,-13,i,0,10,i,-6,i
Cc1c(NC(=O)C2C3C=CC(C3)C2C(=O)O)c(=O)n(-c2ccccc2)n1C (configuration not stated),i,i,-3,i,-7,i,-2,-3,i,7,i
CCCN(Cc1cc2cc(OC)ccc2[nH]c1=O)C(=O)c1ccco1,i,i,0,i,-13,i,0,-4,i,-3,i
Cc1cc(N2C(=O)C(O)=C(C(=O)c3cc4ccccc4o3)C2c2ccc([N+](=O)[O-])cc2)no1 (configuration not stated),i,i,1,i,-12,i,-1,7,i,.,i
CC(=O)Nc1nc2ccc(-c3nc4ccccc4o3)cc2s1,i,i,0,i,-4,i,2,10,i,-3,i
Cn1c(=O)c2ccccc2n(CC(=O)NCCC2=CCCCC2)c1=O,i,i,0,i,-3,i,0,-1,i,5,i
COc1ccccc1CN1CCC(n2nccc2NC(=O)CCc2ccccc2)CC1,i,i,1,i,-8,i,2,-1,i,-6,i
Cc1cc(C)n(Cc2ccc(F)cc2)c(=O)c1C#N,i,i,-1,i,-10,i,0,6,i,-6,i
O=C(c1ccco1)N1CCN(c2ccnc3cc(Cl)ccc23)CC1,i,i,4,i,-12,i,5,0,i,27,i
CCC(=O)Nc1cc2nn(-c3ccccc3)nc2cc1Cl,i,i,-2,i,-4,i,0,1,i,1,i
O=C(Cc1ccccc1)Nc1ccccc1C(=O)N1CCN(c2ccccc2)CC1,i,i,0,i,-11,i,3,0,i,18,i
Cc1c(OCC(=O)NCC2CCC(C(=O)O)CC2)ccc2c(-c3ccccc3)cc(=O)oc12 (configuration not stated),i,i,-2,i,-11,i,0,5,i,7,i
Fc1ccc(F)c(C2=NNC(=Nc3ccccc3F)SC2)c1,i,i,1,i,1,i,2,1,i,-5,i
CCCNC(=O)C1CCN(S(=O)(=O)c2cccs2)CC1,i,i,-2,i,-7,i,3,-3,i,5,i
Cc1ccc(-n2c(-c3cc(C)n(C)n3)n[nH]c2=S)cc1,i,i,-1,i,-6,i,-1,-7,i,7,i
CCCCC(=O)Nc1ccc(NC(=O)C2CC2)nc1,i,i,-5,i,-5,i,-28,3,i,0,i
Cc1nc2c(C(=O)NCCC(C)C)c[nH]n2c(=O)c1Cl,i,i,-7,i,-3,i,7,-2,i,.,i
O=C(COC(=O)c1cc(Cl)ccc1[N+](=O)[O-])Nc1cccc2ccccc12,i,i,-1,i,-5,i,1,4,i,1,i
CC(C)C1(C)C(=O)N=C2c3ccccc3C(=O)N21 (configuration not stated),i,i,2,i,-8,i,-2,1,i,1,i
CCOC(=O)c1sc(NC(=O)CSc2nnc(-c3ccc(OC)cc3)n2CCOC)nc1C,i,i,26,i,-13,i,1,1,i,8,i
COCCN(C(=O)COc1ccc(Cl)cc1)c1nnc(-c2cccnc2)s1,i,i,-2,i,-9,i,-1,4,i,9,i
CCCCOCCCNS(=O)(=O)Cc1ccccc1,i,i,1,i,-9,i,2,3,i,0,i
COc1ccccc1OCc1nc(C#N)c(N2CC(C)CC(C)C2)o1 (configuration not stated),i,i,-3,i,-6,i,3,3,i,2,i
CC1CCc2c(sc3nc4n(c(=O)c23)CCS4)C1 (configuration not stated),i,i,-1,i,-18,i,1,-6,i,-3,i
COC(=O)/C=C1\C(=O)N(c2nc3ccc(OC)cc3s2)C(=S)N1c1ccc(F)cc1,i,.,2,i,-8,i,1,-1,i,.,i
COc1ccc(-n2c(SCC(=O)NCc3ccco3)nnc2-c2c[nH]c3ccccc23)cc1,i,i,-7,i,-8,i,-1,7,i,4,i
Clc1ccc(-c2cn(-c3ccccc3)c3[n+]2CCS3)cc1,i,i,-3,i,-12,-8.7*,0,0,i,1,i
CCOc1ccc(NC(=O)CC2Nc3ccccc3NC2=O)cc1 (configuration not stated),i,i,-2,i,-10,i,1,3,i,0,i
COc1ccc(/C=C/C(=O)O)cc1S(=O)(=O)N1CCCCC1,i,i,-2,i,0,i,3,11,i,5,i
CCOc1ccccc1NC(=O)CCS(=O)(=O)c1cccs1,i,i,-1,i,-5,i,-2,-2,i,1,i
COc1ccc(Cl)cc1NC(=O)C(C)N(C)Cc1cccc(Cl)c1Cl (configuration not stated),i,i,3,i,-8,i,-2,-3,i,-7,-13*
CC(C)(C)NC(=O)NC(=O)CN1CCCCCCC1,i,i,15,i,-12,i,-1,1,i,-3,i
O=C(N/N=C/c1cccc([N+](=O)[O-])c1)c1ccc(CN2CCOCC2)cc1,i,i,-2,i,-9,i,1,-1,i,-3,i
O=C(CCC1CCCC1)Nc1cccn(Cc2ccccc2Br)c1=O,i,i,-2,i,-9,i,3,1,i,-6,i
COc1cccc(C2=CC(c3cccs3)n3nnnc3N2)c1 (configuration not stated),i,i,2,i,-17,i,-1,5,i,-4,i
Cc1ccc(-c2nn(-c3cccc(F)c3)cc2CN2CCN(c3ccccn3)CC2)o1,i,i,0,i,-15,i,3,1,i,0,i
CCc1ccc2[nH]c(=O)c(CN(CC3CCCO3)C(=S)NCc3ccco3)cc2c1 (configuration not stated),i,i,0,i,-4,i,1,3,i,-8,i
COc1ccc(-c2cc(C)no2)cc1S(=O)(=O)N(C)c1ccc(C)c(C)c1,i,i,-1,i,-5,i,1,2,i,-2,i
Cc1nnnn1CC(=O)Nc1ccccc1[N+](=O)[O-],i,i,-3,i,0,i,-1,-6,i,2,i
COc1ccc(CCNC(=O)c2cccc(NC3=NC4CS(=O)(=O)CC4S3)c2)c(OC)c1 (configuration not stated),i,i,-3,i,-12,i,-2,2,i,7,i
O=C(NCCN1C(=O)CSC1=O)C1CC(=O)N(c2ccccc2)C1 (configuration not stated),i,i,0,i,-11,i,3,5,i,-3,i
COC(=O)c1ccc(NC(=O)CSCC(=O)OCC(=O)c2ccc(Br)cc2)cc1,i,i,1,i,-14,i,3,10,i,3,i
CCN(CC)S(=O)(=O)c1ccc(N2CCN(CCOc3ccc(OC)cc3)CC2)nc1,i,i,-3,i,-9,i,0,-3,i,-4,i
Cc1ccc(S(=O)(=O)NCC(=O)Nc2ccc3c(c2)OCCO3)cc1,i,i,1,i,-4,i,-1,1,i,-2,i
Cc1cc(NC(=O)c2c([N+](=O)[O-])c(C)nn2C)no1,i,i,-5,i,-11,i,-1,-4,i,-1,i
Cc1ccc(C(=O)CCC(=O)OCC(=O)Nc2ccc3[nH]c(=O)[nH]c3c2)cc1,i,i,-1,i,-16,i,0,-2,i,.,i

# 2 entries from above, with two lines to a compound.
# Below each SMILES: KCNQ1 block	KCNK3 block	GSK3 alpha inh	KCNQ1 act	hERG rescue	RGS4 pot	GSK3beta inhib	HDAC3 inh	PolyA inhibitor	Dyrk1A ADPGlo	KCNK9 block
CCOc1ccccc1NC(=O)CCS(=O)(=O)c1cccs1
 : i	i	-1	i	-5	i	-2	-2	i	1	i
O=C(CCC1CCCC1)Nc1cccn(Cc2ccccc2Br)c1=O
 : i	i	-2	i	-9	i	3	1	i	-6	i

# High-throughput results: PubChem, several laboratories
